Assay outcomes deposited in PubChem BioAssay by several laboratories.
Rab7 wt GTP bind – alters GTP binding to wildtype dog Rab7; GST-Rab7 beads, fluorescent GTP binding, flow cytometry; actives lie on both sides; untreated = 100%, excess cold GTP = 0%; GTP binding activity (percent of control), % at 10 µM; 190,000 compounds, 0.055% hits; AID 758;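 active means fluorescent GTP binding to Rab7 beads changed by at least 20 points from the 100% baseline, either direction, mostly lower; inconclusive means compound itself probably fluorescent, or too few beads counted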;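 further: median green fluorescence of bound Bodipy-FL-GTP per Rab7 bead population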
Cdc42 wt – human Cdc42 wildtype GTP binding change, either direction | percent activity (GTP binding), % at 10 µM | 190,000 compounds, 0.2% hits | AID 761 | P60953 | GST-Cdc42 beads, Bodipy-GTP binding, flow cytometry; actives lie on both sides;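 active means percent activity GTP binding at least 20 points away from the 100% baseline, either down as inhibitor or up as activator; inconclusive means compound flagged as likely green fluorescent from well-wide comparison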;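 further: median bead fluorescence of bound Bodipy-FL-GTP at 100 nM; 0% = excess unlabeled GTP control and 100% = no compound control; below 100% means less GTP binding so inhibitor and above means activator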
Target sequence (P60953 whole entry, looked up): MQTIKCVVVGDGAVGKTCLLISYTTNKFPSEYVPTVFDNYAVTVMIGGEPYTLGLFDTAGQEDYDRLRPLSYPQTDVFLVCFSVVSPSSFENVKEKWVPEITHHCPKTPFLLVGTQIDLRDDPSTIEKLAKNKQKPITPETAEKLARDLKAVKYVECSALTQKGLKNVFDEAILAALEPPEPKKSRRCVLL
Pf gametocyte – P. falciparum stage V gametocyte viability inhibition | P. falciparum stage V gametocytes, ATP luminescence, 24 h | inhibition, % at 10.9 µM | 150,000 compounds, 0.065% hits;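 active means inhibition above the mean plus 3 SD of compounds within the control limits, set per campaign, cut at about 38% in these data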;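 further: 0% = DMSO wells and 100% = medium only without gametocytes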
Mcl1 Noxa PPI – Mcl-1/Noxa interaction inhibition; inhibition, % at 21.7 µM; TR-FRET Mcl-1/Noxa peptide binding, 2 h; 220,000 compounds, 1.5% hits; Q07820;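 active means compounds that cut the protein-peptide binding signal by more than 50% relative to plate controls in a single-dose test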;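 further: His-tagged Mcl-1 with rhodamine Noxa BH3 peptide and terbium anti-His antibody; 0% = Mcl-1 plus Noxa peptide wells and 100% = peptide-only wells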
Target sequence (Q07820 whole entry, looked up): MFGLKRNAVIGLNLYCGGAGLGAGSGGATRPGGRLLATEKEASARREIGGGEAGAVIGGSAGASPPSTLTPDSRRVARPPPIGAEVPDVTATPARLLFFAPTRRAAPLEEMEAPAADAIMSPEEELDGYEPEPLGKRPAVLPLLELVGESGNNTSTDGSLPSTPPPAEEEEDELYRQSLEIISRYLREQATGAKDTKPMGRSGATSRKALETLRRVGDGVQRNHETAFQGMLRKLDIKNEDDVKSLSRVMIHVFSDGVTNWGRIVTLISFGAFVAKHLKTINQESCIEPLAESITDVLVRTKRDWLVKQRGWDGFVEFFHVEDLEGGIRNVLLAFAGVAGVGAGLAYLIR
ABCB1 inh – blocks JC-1 efflux by human ABCB1 transporter | P08183 | CCRF-Adr cells, flow cytometry | inhibition, % at 6.6 µM | 190,000 compounds, 0.067% hits | AID 1326; in the data active means inhibition above about 40%;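 further: 0% = vehicle and 100% = reference inhibitor; higher value means more JC-1 retained so stronger ABCB1 efflux block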
ABCG2 inh – inhibitors of human ABCG2 transporter, ABCB1 counter-screen; 190,000 compounds, 0.1% hits; IgMXP3 cells, JC-1 efflux, flow cytometry; inhibition, % at 6.6 µM; Q9UNQ0; AID 1325;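 active means inhibition above 80%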;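 further: 0% = DMSO and 100% = nicardipine control wells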
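Assay system – ABCG2 IgMXP3 and barcoded ABCB1 CCRF-Adr cell mix · Input – 3 million cells/mL in well · Reagent – JC-1 fluorescent substrate · Compound – single test compound dose, 6.6 µM final · Timing – 10 min exposure at 25 °C with rotation, no wash · Detection – flow cytometry of retained JC-1 fluorescence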
Rac1 act GTP bind – human Rac1 activated mutant GTP binding change | P63000 | GST-Rac1 activated beads, fluorescent GTP binding, flow cytometry; actives lie on both sides; 100% means binding = to untreated wells | percent activity (GTP binding), % at 10 µM | 190,000 compounds, 0.11% hits | AID 764;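 active means GTP binding at least 20 percentage points away from the 100% baseline, in either direction, so actives lie on both sides; inconclusive means Compound likely fluorescent itself, or too few beads counted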
Rab2 wt GTP – changes GTP binding to wildtype dog Rab2A, up or down; 190,000 compounds, 0.19% hits; P61105; GTP binding activity, % at 10 µM; GST-Rab2 wt beads, Bodipy-GTP binding, flow cytometry;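 active means GTP binding activity at least 20 points away from 100%, either lowered or raised; inconclusive means signal likely due to the compound's own green fluorescence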;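 further: 0% = beads with excess unlabeled GTP and 100% = no-compound control corrected for plate trend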
Avidin fluor – avidin bead compound fluorescence profile; Avidin beads, compound fluorescence 488/530 nm, flow cytometry; stronger effect = higher value; fluorescence (KMESF) at 10 µM; 220,000 compounds, 0.38% hits; AID 1775; in the data active means fluorescence above about 47; further: inactives centre near 10
Rac1 wt GTP bind – modulators of human Rac1 wildtype GTP binding. P63000. GST-Rac1 beads, fluorescent GTP binding, flow cytometry; actives lie on both sides; 0 = cold GTP competed, 100 = untreated. GTP binding activity (% of control), % at 10 µM. 190,000 compounds, 0.27% hits;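 active means GTP binding activity at least 20 points away from the 100% control level, either lower or higher; inconclusive means compound flagged as likely green fluorescent, judged across all proteins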
HRas wt GTP bind – changes GTP binding to wildtype human HRas; GTP binding activity, % at 10 µM; 190,000 compounds, 0.14% hits; GST-Ras wt beads, Bodipy-FL-GTP binding, flow cytometry; actives lie on both sides; P01112; AID 759;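 active means GTP binding activity at least 20% away from the 100% baseline, either lowered as inhibitor or raised as activator; inconclusive means flagged as likely green fluorescent, judged across all proteins in the well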;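 further: 0% = unlabeled GTP competition control and 100% = no-compound control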
Target sequence (P01112 whole entry, looked up): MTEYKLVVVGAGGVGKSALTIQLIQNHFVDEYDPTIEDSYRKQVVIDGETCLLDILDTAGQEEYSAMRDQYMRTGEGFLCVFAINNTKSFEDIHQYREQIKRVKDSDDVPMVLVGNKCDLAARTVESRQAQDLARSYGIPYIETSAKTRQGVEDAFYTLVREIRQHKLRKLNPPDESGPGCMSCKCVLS
An asterisk follows results filed as active; ? = inconclusive; / = not tested or not shown; [ ] = dose if it differs, or a comment.

no.	mol	Rab7 wt GTP bind	Cdc42 wt	Pf gametocyte	Mcl1 Noxa PPI	ABCB1 inh	ABCG2 inh	Rac1 act GTP bind	Rab2 wt GTP	Avidin fluor	Rac1 wt GTP bind	HRas wt GTP bind
1	CC(C)c1ccc(C2NC(=O)NC3=C2CCc2ccccc23)cc1 (centres undefined)	95	92	-17	2	0.2	1	94	92	14	90	94
2	O=C(CCCn1c(=O)[nH]c2ccsc2c1=O)Nc1ccc(F)cc1	91	98	/	0	0.3	2	98	94	12	98	95
3	O=C(NCCc1ccccc1)c1ccc(=O)[nH]c1	98	97	/	7	0.1	0	94	96	30	97	99
4	Cc1ccc(C2C(C#N)=C(N)Oc3c2c(=O)n(C)c(=O)n3C)cc1 (centres undefined)	97	98	-7	22	-0.2	-1	96	98	6	98	98
5	NC(=O)c1cccnc1Nc1ccccc1Cl	100	98	6	12	0.1	6	98	99	3	105	100
6	CC(C)(C)OC(=O)N1CCCC1C(=O)N1CCCC1C(=O)N1CCCC1C(=O)O (centres undefined)	97	100	-16	27	0.3	0	94	99	8	95	97
7	C/C(=N\NC(=O)c1c(Br)c(C)nn1C)c1cccc(NC(=O)c2ccccc2C)c1	97	100	-53	25	1.3	6	100	98	14	100	98
8	O=C(NCc1ccco1)c1cnn2c(C(F)(F)F)cc(-c3ccccc3)nc12	89	86	14	12	1.6	9	91	86	30	89	88
9	O=C1Nc2ccccc2/C1=N\N=C\C1=C(N2CCOCC2)C(=C\c2ccccc2)/CC1	96	95	-4	37	-0.2	-1	92	95	10	99	96
10	COc1ccc(NC(=S)NNC(=O)COc2ccc(Cl)cc2Cl)cc1	96	98	-6	13	-0.2	-1	99	97	5	99	99
11	CCOc1ccc(NC(=S)NCCCN2CCOCC2)cc1	95	99	-5	7	0.2	1	96	99	16	98	98
12	O=C(NCc1ccc2c(c1)OCO2)C1CC(=O)N(C2CCCC2)C1 (centres undefined)	90	97	/	/	0.9	6	96	92	9	94	95
13	O=C1c2ccccc2C(Nc2cccnc2)N1Cc1ccc2c(c1)OCO2 (centres undefined)	99	97	/	-8	1.2	4	97	100	4	97	96
14	O=C(c1ccco1)N1CCN(c2ncnc3scc(-c4cccs4)c23)CC1	95	97	/	10	3.8	7	95	98	13	100	98
15	Cc1ccc(C(=O)NCCNS(=O)(=O)c2ccccc2)cc1	94	99	/	4	0.4	2	98	95	6	99	98
16	CCCNC(=O)N[C@@H](Cc1ccccc1)C(=O)OC	104	102	/	7	0.2	0	101	101	11	103	102
17	COc1ccc(Nc2oc(COc3ccccc3OC)nc2C#N)cc1	96	95	22	10	0.8	9	94	97	3	102	95
18	COc1cc(C2NC(=O)NC(O)(C(F)(F)F)C2C(=O)c2cccs2)ccc1O (centres undefined)	103	101	/	20	-0.1	-1	97	100	33	101	101
19	CCC1CC(/C(C)=N/NC(N)=O)OC1=O (centres undefined)	105	102	3	-3	-1.3	-3	97	104	9	102	100
20	COC(=O)c1ccc(C(=O)Nc2ccc(C(C)C)cc2N)cc1	95	99	-4	3	-0.4	-1	94	95	9	97	96
21	COc1ccccc1NC(=O)C1=C(C)Nc2nc(-c3ccc(N(C)C)cc3)nn2C1c1ccncc1 (centres undefined)	102	100	14	7	0.8	2	97	100	9	97	100
22	O=C1C2CC=C(Cl)CC2C(=O)N1CCC[n+]1ccccc1 (centres undefined)	99	103	21	-7	0.1	3	98	101	8	101	102
23	Cc1ccc(C)c(S(=O)(=O)N2CCN(CC(=O)NC(=O)NCc3ccccc3)CC2)c1	98	96	-3	2	1.1	2	96	97	20	96	100
24	CC(C)c1ccc(N=C(N)N=C(N)N)cc1	106	97	-39	10	-0.1	-1	96	99	8	97	97
25	O=C(NCCc1ccc(Cl)cc1)c1cccs1	106	104	-11	11	0.5	8	104	101	13	103	103
26	CCn1cc(C(=O)NCCCN2CCC(C)CC2)c(=O)c2cc(S(=O)(=O)N3CCCC3)ccc21	97	94	-4	11	0.7	1	96	96	17	97	96
27	Cc1[nH]c2ccc(C(=O)N3CCCCC3)cc2c1C	96	91	-46	6	0.1	1	92	95	12	97	93
28	C=CCNC(=O)NC(=O)COn1nnc2ccc(S(=O)(=O)N(C)C)cc21	99	100	-7	18	-0.8	-4	97	98	9	103	101
29	COC(=O)c1oc2ccc(Br)cc2c1NC(C)=O	100	97	/	17	-0.6	0	98	98	4	95	97
30	Cc1cccc(NC(=O)CCc2ccccc2)c1	?	?	-1	15	0.6	4	?	?	21	?	?
31	Cc1ccc(/C=C/C2=NN(Cc3ccc(Cl)c(Cl)c3)C(=O)CC2)cc1	97	101	9	-8	-0.1	0	99	97	8	101	101
32	O=C(NCCNC(=O)c1ccc(Br)o1)c1ccc(Br)o1	105	107	6	-2	0.4	5	101	101	8	109	105
33	Cc1ccc(OCC(=O)NC2CC(C)(C)NC(C)(C)C2)c(C)c1	98	97	/	11	0.2	-2	94	96	8	96	94
34	CCc1c(C(=O)NNC(=S)NCCc2ccccc2)csc1C	101	99	/	-28	-0.2	0	97	99	3	103	99
35	CC1(C)CC(=O)c2sc(NC(=O)Cc3cccs3)nc2C1	96	100	/	7	0.7	8	100	101	5	102	102
36	O=C(/C=C/c1ccc(OCc2ccccc2)c(OCc2ccccc2)c1)c1cccnc1	98	100	-7	32	-0.4	-3	101	97	13	107	101
37	COc1ccccc1CNC(=O)CSc1nc(-c2ccccc2)cn1N	95	98	/	10	0.5	4	99	100	1	98	98
38	COc1ccccc1-c1noc(-c2cc(OC)c(OC)c(OC)c2)n1	97	101	/	-10	0.0	0	100	99	26	103	98
39	CC(=O)Nc1ccc(-c2ccc(NC(C)=O)cc2)cc1	90	95	10	4	0.8	3	93	97	10	96	94
40	CC(C)C(=O)NC(c1ccc([N+](=O)[O-])cc1)c1c(O)ccc2ccccc12 (centres undefined)	98	101	-11	10	1.1	13	101	100	9	100	101
41	Cc1ncc([N+](=O)[O-])n1CC(=O)NC1CCCCCC1	111	99	12	13	-0.1	0	98	100	12	102	100
42	O=C(/C=C/c1ccc[nH]1)c1ccccc1	96	98	23	7	0.2	3	99	98	13	101	98
43	CC1=C(C#N)C(=O)NC(=O)/C1=C\c1ccc(-c2ccc(C)cc2[N+](=O)[O-])o1	96	96	-6	95*	-2.2	-7	91	94	8	99	92
44	CCOCCCNC(=O)c1ccc2c(=O)n(Cc3ccc4c(c3)OCO4)c(=S)[nH]c2c1	99	103	-8	4	-0.4	-3	94	99	8	104	99
45	CCn1c(-c2cc(Br)cc(OC)c2O)nc2cc(S(=O)(=O)N(C)C)ccc21	97	96	9	6	0.6	12	97	94	10	96	94
46	COc1cccc(Cn2c(=O)ccc3ccccc32)c1	96	95	/	-2	0.4	1	94	93	9	97	94
47	CC(=O)c1cccc(NC(=O)NCc2ccco2)c1	99	98	-9	23	-3.2	-8	98	100	8	102	99
48	Cc1ccc(N=Nc2c(N)nn3c(N)c(C#N)c(C)nc23)cc1	?	?	-9	40	-0.3	-1	?	?	12	?	?
49	CN1CCN(CC(=O)Nc2nc(-c3c[nH]c4ccccc34)cs2)CC1	95	95	3	16	-0.1	8	97	95	5	96	95
50	Cc1ccccc1CSCC(=O)Nc1ccccc1-c1ccccc1	98	100	19	8	0.9	5	99	97	1	101	99
51	O=C(c1nnsc1S(=O)(=O)c1ccc(Cl)cc1)N1CCOCC1	107	105	/	14	0.9	2	120*[activator]	106	8	106	102
52	CC1=C(C(=O)N2CCOCC2)C(c2ccc(Cl)cc2)NC(=S)N1 (centres undefined)	94	99	-2	-25	0.0	-1	100	96	17	102	97
53	COCCCn1c(C)nnc1SCC(=O)NCc1ccco1	99	100	/	-3	0.3	1	99	100	18	103	100
54	S=C(Nc1ccc(Oc2ccccc2)cc1)NC1CCCCC1	104	115	/	9	-0.4	7	107	115	23	141*[activator]	107
55	Cc1nn(-c2ccccc2)c(C)c1NC(=O)c1cccs1	100	98	-40	-12	0.7	2	96	101	9	97	102
56	Cc1ccc(NC(=O)NC2CCCCC2)cc1S(=O)(=O)N1CCOCC1	97	98	3	6	0.7	11	97	97	9	99	98
57	Cc1cccc(NCc2ccc(O)c3ncccc23)c1C	?	?	-4	-11	0.6	2	?	?	10	?	?
58	O=C(N/N=C\c1cn(-c2ccccc2)nc1-c1ccccc1)c1ccc2c(c1)OCO2	92	95	11	/	0.6	1	93	93	9	90	96
59	Cn1c(=O)c2c(nc(N3CCN(c4ccccn4)CC3)n2Cc2ccc(Cl)cc2Cl)n(C)c1=O	99	97	-32	-10	4.4	5	97	96	11	99	98
60	Cc1n[nH]c(C)c1CCc1nc2c3ccccc3nc(SCC(N)=O)n2n1	103	105	/	1	/	/	100	102	4	105	105

The list goes on.
no.	mol	Rab7 wt GTP bind	Cdc42 wt	Pf gametocyte	Mcl1 Noxa PPI	ABCB1 inh	ABCG2 inh	Rac1 act GTP bind	Rab2 wt GTP	Avidin fluor	Rac1 wt GTP bind	HRas wt GTP bind
61	Cc1nc(SCC(=O)c2ccccc2)n[nH]1	100	97	17	33	0.0	2	95	96	23	98	98
62	Cc1cccc(/C=C2\CS/C(=C\c3cccc(C)c3)C2=O)c1	98	98	/	16	0.0	2	97	95	5	106	102
63	Cc1cc(C(=O)N/N=C/c2cccs2)no1	103	98	0	5	-0.3	2	98	95	1	101	96
64	CCC(Oc1ccccc1)C(=O)N(Cc1ccccc1)c1ccccn1 (centres undefined)	102	106	-24	-4	1.2	2	96	99	10	113	101
65	Cc1nc(CC(=O)O)c(-c2ccccc2)s1	92	94	/	/	0.7	4	91	93	12	90	94
66	CC(=O)N1CCc2cc(NC(=O)c3ccc(C)cc3)ccc21	102	104	/	13	1.2	4	99	99	13	109	102
67	Cc1ccc(C2CC(c3ccccc3OC(F)F)Nc3ncnn32)cc1 (centres undefined)	97	96	/	6	0.5	1	97	96	5	96	100
68	CCOC(=O)C1=C(C)Nc2nc3ccccc3n2C1c1ccccc1 (centres undefined)	99	99	/	16	0.5	1	100	101	43	100	99
69	CCC(Oc1ccccc1)C(=O)NCCOC (centres undefined)	97	101	18	5	1.1	6	101	100	7	104	99
70	Cc1ccc(-c2ccc(/C=N/NC(=O)CN3CCOCC3)o2)cc1[N+](=O)[O-]	95	100	21	19	0.2	1	96	98	10	100	97
71	COC(=O)C1=C(C)NC(=O)CC1c1ccc(C(=O)OC)cc1 (centres undefined)	98	100	/	-1	1.6	3	99	98	46	99	99
72	COc1cc(OC)c(OC)cc1/C=N/NC(=O)c1ccc(=O)n(C)c1	98	99	-2	30	0.1	2	97	99	8	101	100
